Spn PMK inh = S. pneumoniae PMK inhibitors, primary screen, biochemical, mevalonate pathway, pilot trial included; phosphomevalonate kinase (Streptococcus pneumoniae D39); purified PMK, PK/LDH-coupled NADH absorbance 340 nm; inhibition, % at 10 µM; 65,000 compounds, 0.49% hits; AID 539, 2006;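 active means top-ranked compounds by inhibition in the single 10 µM screen, taking a fixed number of the strongest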;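 further: 0% = full reaction with DMSO carrier and 100% = background rate without enzyme reaction; no value below 0 was filed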
KRASV12 cytotoxicity = cytotoxicity in KRAS-transformed pancreatic duct cells, primary screen, cell-based, fluorescence, HTS (AID 431) | 63,000 compounds, 1.7% hits | one-dose cytotoxicity, % at 10 µM; EC50 in µM for titrated hits | HPDE-C7K KRASV12 cells, Alamar Blue viability, 48 h; higher % means a stronger effect;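 active means compounds whose percent cytotoxicity in the single-dose primary screen, scaled between solvent and toxic-drug controls, exceeds 50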;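 further: 0% = DMSO solvent wells and 100% = doxorubicin-treated wells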
Spn DPM-DC inh = S. pneumoniae DPM-DC inhibitors, primary screen, biochemical, PK/LDH-coupled NADH fluorescence. calls only at 10 µM. 65,000 compounds, 0.49% hits. diphosphomevalonate decarboxylase (Streptococcus pneumoniae D39). purified DPM-DC;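 active means the 320 compounds with the highest percent inhibition in the single-dose primary screen, excluding strongly autofluorescent ones, cut at about 32% in these data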;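 further: kinetic rate of NADH fluorescence loss reporting ADP formed by the decarboxylase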
Bfl-1 displacement = Bfl-1 inhibitors, primary screen, biochemical, fluorescence polarization, FITC-Bid, mouse (AID 432). 64,000 compounds, 0.02% hits. Bcl-2-related protein A1 (Mus musculus). FITC-Bid BH3 peptide fluorescence polarization displacement; higher % means a stronger effect. displacement, % at 20 µM; hits with a dose series show IC50 in µM; in the data active means a potency from the dose series; inactive means the rest, 99 in 100 with displacement below about 15%; further: strong numbers were not always called active
HT1080 cytotoxicity = cytotoxicity in HT1080 fibrosarcoma cells, cell-based, fluorescence readout (AID 620). HT1080 viability, fluorescence; higher % means a stronger effect. one-dose cytotoxicity, % at 10 µM; EC50 in µM for titrated hits. 87,000 compounds, 0.42% hits;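 further: cells exposed to compound overnight then 4 h with Alamar Blue; 0% = vehicle DMSO and 100% = killing control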
TNAP inhibition = human TNAP enzyme inhibitors, biochemical, luminescent (AID 518); Alkaline phosphatase, tissue-nonspecific isozyme (Homo sapiens); inhibition, % at 20 µM; hits with a dose series show IC50 in µM; purified TNAP enzyme, luminescent substrate readout; higher % means a stronger effect; 64,000 compounds, 0.09% hits; in the data active means a potency from the dose series; inactive means the rest, 99 in 100 with inhibition below about 22%;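 further: plate controls were vehicle for no effect and reference inhibitor for full effect; many of its hits are not listed in these tables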
LYP inhibition = LYP phosphatase inhibitors, primary screen, biochemical, DiFMUP fluorescence, recombinant catalytic domain, 10 µM (AID 606) | Tyrosine-protein phosphatase non-receptor type 22 (Homo sapiens) | recombinant LYP catalytic domain, DiFMUP fluorescence; higher % means a stronger effect | one-dose inhibition, % at 10 µM; IC50 in µM for titrated hits | 52,000 tested, under 10 active;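 active means IC50 under 40 µM in the dose-response test; inactive means IC50 of 40 µM or more, or never dose-tested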
HPDE-C7 viability = cytotoxicity in HPDE-C7 cells, cell-based, fluorescence, HTS (AID 430). HPDE-C7 pancreatic duct cells viability, fluorescence; higher % means a stronger effect. one-dose cytotoxicity, % at 10 µM; EC50 in µM for titrated hits. 63,000 compounds, 1.8% hits;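 further: cells exposed to compound for 48 hours before viability readout; 0% = vehicle and 100% = reference cytotoxic drug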
Spn MK inh = S. pneumoniae MK inhibitors, primary screen, biochemical, PK/LDH-coupled NADH absorbance; mevalonate kinase [Streptococcus pneumoniae D39]; purified MK, PK/LDH-coupled NADH absorbance 340 nm; inhibition, % at 10 µM; 65,000 compounds, 0.48% hits; AID 555, 2006;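 active means ranked among the strongest by inhibition in the single 10 µM screen, a fixed top-ranked set picked for dose follow-up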; further: no value below 0 was filed
Spn PMK inh pilot replicates = also measured in Spn PMK inh; calls as there; inhibition, %; measured here: pilot screen replicates
Spn MK inh pilot replicates = second read-out of Spn MK inh, no call of its own (marks repeat the call); inhibition, %; measured here: pilot screen replicates
Spn DPM-DC inh pilot screen % = second read-out of Spn DPM-DC inh, no call of its own (marks repeat the call); inhibition, %; measured here: pilot screen trials
Numbers without * were called inactive; i = inactive; . = not tested or not shown. Unless noted, no stated cut-off is given here; in the data, active means cytotoxicity above about 50%; inactive means the rest.

SMILES | Spn PMK inh | KRASV12 cytotoxicity | Spn DPM-DC inh | Bfl-1 displacement | HT1080 cytotoxicity | TNAP inhibition | LYP inhibition | HPDE-C7 viability | Spn MK inh | others
C=CCNc1nc(NCc2ccccc2)c(C#N)c2c1CN(C)CC2 | 0 | 19% | i | 1% | 16% | 5% | 6% | 14% | 2
O=C(NC1CCS(=O)(=O)C1)c1cccc(S(=O)(=O)N2CCOCC2)c1 (stereo not drawn) | 1 | 7% | i | -5% | 0% | 6% | -7% | -2% | 10
Cc1cccc(C2c3c(n(C)c(=O)n(C)c3=O)N=C3c4ccccc4C(=O)C32)c1 (stereo not drawn) | 17 | -4% | i | 5% | -3% | 18% | 3% | -10% | 3 | Spn PMK inh pilot replicates=3.5;Spn MK inh pilot replicates=0.5;Spn DPM-DC inh pilot screen %=1.0
CCC1Oc2ccccc2N(CC(=O)NCCN2CCc3ccccc3C2)C1=O (stereo not drawn) | 20 | 2% | i | 4% | -1% | 3% | 7% | 3% | 0
N#Cc1cccc(NC(=O)CCC2CCCC2)c1 | 4 | 0% | i | -4% | -6% | 6% | . | -5% | 6
COc1ccc(CC(=O)Nc2nncs2)cc1OC | 7 | 9% | i | 0% | 3% | -10% | -5% | 9% | 0
CCCCOc1nc(N)nc(-c2ccccc2)n1 | 11 | 20% | i | -12% | 1% | 22% | 9% | 10% | 7
O=C(COc1ccc(S(=O)(=O)NC2CCCCC2)cc1)Nc1ccc2c(c1)OCCO2 | 14 | 4% | i | 2% | 5% | 6% | 1% | 8% | 13
CCc1nnc(NS(=O)(=O)c2ccc(NS(=O)(=O)c3ccccc3)cc2)s1 | 2 | -20% | i | -3% | -1% | -3% | -3% | -9% | 2
Cc1nn(C)c(C)c1S(=O)(=O)N1CCCC(C(=O)N2CCN(c3ccc(Cl)cc3)CC2)C1 (stereo not drawn) | 20 | -6% | i | 4% | -2% | 8% | 2% | -8% | 2 | Spn PMK inh pilot replicates=0.0;Spn MK inh pilot replicates=0.0;Spn DPM-DC inh pilot screen %=1.5
CN(Cc1ccccc1)c1nc2c(c(=O)n(C)c(=O)n2C)n1CCSc1ncccn1 | 14 | -4% | i | 4% | 3% | 2% | 14% | -17% | 1
CCCCNC(=O)CCn1c(=O)c2ccccc2n(CC(=O)N2CC(C)CC(C)C2)c1=O (stereo not drawn) | 24 | -3% | i | -3% | -4% | 10% | -1% | -1% | 0
CC(=O)Nc1c(C(=O)c2ccc(F)cc2)oc2ccccc12 | 1 | -15% | i | -21% | 6% | 10% | 8% | -22% | 12
Cc1c(C(=O)Nc2ccc(C(=O)O)cc2)cnn1C | 10 | 7% | i | -10% | 1% | 8% | 5% | -13% | 10
O=S1(=O)CC(O)C(Nc2ccccc2Cl)C1 (stereo not drawn) | 0 | 0% | i | 1% | 24% | 8% | 0% | -16% | 13
O=C(Nc1ccccc1)N(Cc1cccnc1)Cc1ccco1 | 24 | 4% | i | -2% | 3% | 11% | 9% | 3% | 6 | Spn PMK inh pilot replicates=1.0;Spn MK inh pilot replicates=0.0;Spn DPM-DC inh pilot screen %=0.0
Cc1ccccc1-c1nnn(CC(=O)NCc2ccc3c(c2)OCO3)n1 | 12 | -2% | i | 1% | -10% | 2% | . | -1% | 0
CCOC(=O)C(O)(C1C(=O)CC(C)(C)CC1=O)C(F)(F)F (stereo not drawn) | 5 | -1% | i | -10% | -12% | 4% | -9% | 7% | 0
Cc1ccc(N2C(=O)C3C4C=CC(C4)C3C2=O)cc1 (stereo not drawn) | 2 | 5% | i | -5% | -2% | 9% | . | -9% | 2
C=C(C)COc1ccc(-c2n[nH]c(C)c2Oc2ccccc2OC)c(O)c1 | 12 | 66%* | i | 1% | 19% | 3% | . | 61%* | 8

Fetched by structure from the entries so far (four):
SMILES | Spn PMK inh | KRASV12 cytotoxicity | Spn DPM-DC inh | Bfl-1 displacement | HT1080 cytotoxicity | TNAP inhibition | LYP inhibition | HPDE-C7 viability | Spn MK inh | others
Cc1ccc(N2C(=O)C3C4C=CC(C4)C3C2=O)cc1 (stereo not drawn) | 2 | 5% | i | -5% | -2% | 9% | . | -9% | 2
O=S1(=O)CC(O)C(Nc2ccccc2Cl)C1 (stereo not drawn) | 0 | 0% | i | 1% | 24% | 8% | 0% | -16% | 13
CC(=O)Nc1c(C(=O)c2ccc(F)cc2)oc2ccccc12 | 1 | -15% | i | -21% | 6% | 10% | 8% | -22% | 12
O=C(Nc1ccccc1)N(Cc1cccnc1)Cc1ccco1 | 24 | 4% | i | -2% | 3% | 11% | 9% | 3% | 6 | Spn PMK inh pilot replicates=1.0;Spn MK inh pilot replicates=0.0;Spn DPM-DC inh pilot screen %=0.0

Additional results follow.
SMILES | Spn PMK inh | KRASV12 cytotoxicity | Spn DPM-DC inh | Bfl-1 displacement | HT1080 cytotoxicity | TNAP inhibition | LYP inhibition | HPDE-C7 viability | Spn MK inh | others
Cc1cc(-n2c(C)cc(C(=O)CSc3ccc4c(c3)OCCO4)c2C)no1 | 12 | 28% | i | -10% | 13% | 8% | 3% | 12% | 0
Cc1oc(C)c2c(=O)ccc3c(c12)OC(N)=C(C#N)C3c1ccccc1 (stereo not drawn) | 15 | -8% | i | -1% | 33% | 13% | -11% | -52% | 14
CCOc1ccccc1C(=O)NCC(=O)OCC(=O)NCCc1ccc(S(N)(=O)=O)cc1 | 0 | -10% | i | 3% | 7% | 1% | 11% | -5% | 11
COc1ccc(NCc2ccc(OC)c(OC)c2)cc1 | 5 | -8% | i | -9% | 0% | 11% | 11% | 0% | 1
CC(=O)c1sc(Nc2ccccn2)nc1C | 12 | 15% | i | -7% | -3% | 13% | 7% | 19% | 10
O=S(=O)(c1ccc2nc(Cc3ccccc3)[nH]c2c1)N1CCOCC1 | 16 | 3% | i | 8% | -2% | 2% | 7% | -2% | 7
Cc1cc(C)n(-c2ncc(-c3ccccc3)nn2)n1 | 11 | 4% | i | 1% | -9% | 4% | 8% | 1% | 1

2 successive compounds from above, for reference:
SMILES | Spn PMK inh | KRASV12 cytotoxicity | Spn DPM-DC inh | Bfl-1 displacement | HT1080 cytotoxicity | TNAP inhibition | LYP inhibition | HPDE-C7 viability | Spn MK inh | others
COc1ccc(NCc2ccc(OC)c(OC)c2)cc1 | 5 | -8% | i | -9% | 0% | 11% | 11% | 0% | 1
CC(=O)c1sc(Nc2ccccn2)nc1C | 12 | 15% | i | -7% | -3% | 13% | 7% | 19% | 10

Gathered by group, the entries above with fluorine
SMILES | Spn PMK inh | KRASV12 cytotoxicity | Spn DPM-DC inh | Bfl-1 displacement | HT1080 cytotoxicity | TNAP inhibition | LYP inhibition | HPDE-C7 viability | Spn MK inh | others
CC(=O)Nc1c(C(=O)c2ccc(F)cc2)oc2ccccc12 | 1 | -15% | i | -21% | 6% | 10% | 8% | -22% | 12
CCOC(=O)C(O)(C1C(=O)CC(C)(C)CC1=O)C(F)(F)F (stereo not drawn) | 5 | -1% | i | -10% | -12% | 4% | -9% | 7% | 0
